High-throughput results: PubChem, National Center for Advancing Translational Sciences (NCATS)
APE1 inh – blocks human APE1 abasic DNA cleavage; recombinant APE1, TAMRA/BHQ-2 abasic DNA cleavage fluorescence; Potency, µM (top dose mostly 65.8 µM), for the others: top-dose activity change, negative = inhibition, hits mostly inhibitors; AID 2517; 0.35% of 350,000 active;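 note: potency is the fitted concentration of half-maximal effect; plate controls were vehicle for no effect and reference inhibitor for full effect; nearly all actives have a fitted effect of over 55% in size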
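Endonuclease cleavage of a quenched abasic-site DNA duplex (50 nM) by APE1 (0.75 nM) was tracked by TAMRA dequenching. Compounds were preincubated with enzyme 15 min at room temperature; data normalized to buffer-only and DMSO wells plus NSC13755 control.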
GRP78 ERSR act – ER stress response induction in glioma; U87-MG GRP78 promoter luciferase reporter, 16 h; Potency, µM, without a hit: at the highest dose activation, usual class: activators; 0.02% of 420,000 active; AID 602332; note: potency is the fitted concentration of half-maximal effect; series mostly up to about 76 µM; % of control where 0% means no effect; nearly all actives have a fitted effect of over 35% in size
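Stably transfected U87-MG human glioma cells carrying a GRP78-based luminescent sensor were seeded at 1000 cells/well, pin-dosed with compounds and incubated 16 h. Luciferase reagent was then added, and end-point luminescence was read after 10 min at room temperature.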
BLM helicase inh – inhibitors of human Bloom syndrome helicase BLM | Potency, µM (highest dose often 56.1 µM), without a hit: at the highest dose activity change, negative = inhibition, hits mostly inhibitors | 0.2% of 350,000 active | P54132 | recombinant BLM DNA unwinding, fluorescence dequenching;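 note: potency is the fitted concentration of half-maximal effect; plate controls were vehicle for no effect and no enzyme for full effect; nearly all actives have a fitted effect of over 35% in size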
Pol iota inh – blocks human DNA polymerase iota activity. Pol iota fluorescent replication assay, 10 min. 1% of 390,000 active. Potency, µM (titrated, usually from 115 µM), for inactives: at the top dose activity, negative = inhibition, usual class: inhibitors; note: potency is the fitted concentration of half-maximal effect
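Fluorescent replication assay read twice, at 0 min and 10 min after adding 50 nM (final) substrate. Enzyme (10 nM) and compounds were first incubated 15 min at room temperature; enzyme-free buffer wells were negative controls.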
Apoferritin bind – candidate novel general anesthetic via apoferritin binding; Potency, µM (highest dose often 77.5 µM), for the others: at the top dose activity change, negative = displacement, usual class: inhibitors; 0.074% of 350,000 active; apoferritin/1-aminoanthracene competitive binding, fluorescence; P02791; note: potency is the fitted concentration of half-maximal effect; % is set by controls: 0 for no effect and ±100 for the full control effect; nearly all actives have a fitted effect of over 20% in size
Target sequence (P02791 2-175 limits assumed): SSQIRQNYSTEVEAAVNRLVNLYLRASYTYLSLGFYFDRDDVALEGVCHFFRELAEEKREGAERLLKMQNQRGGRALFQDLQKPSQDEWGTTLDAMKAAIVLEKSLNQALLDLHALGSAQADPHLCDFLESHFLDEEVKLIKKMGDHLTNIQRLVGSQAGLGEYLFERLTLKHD
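Probe: 1-aminoanthracene (50% saturated, PBS). Protein: horse-spleen apoferritin, 10 uM. Incubation: 10 min, room temperature. Detection: 380 nm excitation, 535 nm emission. Analysis: normalized response, four-parameter Hill.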
Pol kappa inh – inhibitors of human DNA polymerase kappa; AID 588579; purified Pol kappa, fluorescent DNA synthesis assay, 10 min; Q9UBT6; Potency, µM (doses to about 107 µM), for inactives: at the top dose activity, negative = inhibition, most hits filed as inhibitors; 0.53% of 400,000 active; note: potency is the fitted concentration of half-maximal effect; % is set by controls: 0 for no effect and ±100 for the full control effect
Target sequence (Q9UBT6 whole entry, looked up): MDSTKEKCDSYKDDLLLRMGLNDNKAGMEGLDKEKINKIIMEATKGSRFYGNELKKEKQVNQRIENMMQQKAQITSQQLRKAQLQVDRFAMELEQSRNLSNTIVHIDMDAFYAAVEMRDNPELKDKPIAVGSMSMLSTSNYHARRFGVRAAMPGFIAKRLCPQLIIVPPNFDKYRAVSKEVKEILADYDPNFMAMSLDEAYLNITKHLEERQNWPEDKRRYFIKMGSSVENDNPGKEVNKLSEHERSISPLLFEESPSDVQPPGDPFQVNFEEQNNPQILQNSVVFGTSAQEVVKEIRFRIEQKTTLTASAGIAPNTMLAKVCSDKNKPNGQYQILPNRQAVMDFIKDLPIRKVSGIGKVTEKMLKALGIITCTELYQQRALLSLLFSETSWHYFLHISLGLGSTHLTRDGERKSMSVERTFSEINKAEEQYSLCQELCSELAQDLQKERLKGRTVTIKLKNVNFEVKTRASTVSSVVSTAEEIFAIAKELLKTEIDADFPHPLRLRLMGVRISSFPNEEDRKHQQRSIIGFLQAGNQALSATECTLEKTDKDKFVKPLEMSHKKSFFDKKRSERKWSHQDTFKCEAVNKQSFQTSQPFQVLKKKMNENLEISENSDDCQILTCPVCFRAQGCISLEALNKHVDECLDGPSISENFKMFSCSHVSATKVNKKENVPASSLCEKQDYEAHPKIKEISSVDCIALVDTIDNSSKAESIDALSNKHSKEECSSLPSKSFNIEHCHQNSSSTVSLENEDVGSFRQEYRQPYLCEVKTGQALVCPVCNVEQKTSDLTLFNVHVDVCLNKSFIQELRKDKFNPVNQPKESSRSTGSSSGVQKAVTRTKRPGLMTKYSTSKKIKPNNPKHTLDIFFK
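Fluorescent qHTS in 1536-well format: enzyme (10 nM) and compound sat 15 min at room temperature before 50 nM substrate (final) was added. Signal taken at 0 and 10 min; no-enzyme buffer wells were negative controls.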
Pol eta inh – DNA polymerase eta (human) inhibition; recombinant Pol eta, fluorescent DNA replication assay; Potency, µM (highest dose often 114 µM), without a hit: top-dose activity change, negative = inhibition, most hits filed as inhibitors; 1.2% of 390,000 active; note: potency is the fitted concentration of half-maximal effect; % is set by controls: 0 for no effect and ±100 for the full control effect
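Pol eta (10 nM) was preincubated with compounds for 15 min at room temperature, after which fluorescent replication substrate (50 nM final) was added to start the reaction. Fluorescence was read kinetically at 0 and 10 min.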
LDHA inh – LDHA (human) enzyme inhibition; P00338; purified LDHA, NADH/diaphorase-resazurin fluorescence; stronger effect = lower value; activity change, % (values are at about 110 or 230 µM); 0.15% of 480,000 active; AID 1347041; in the data active = activity change below about -30%; inconclusive = mostly about -25% to -30%;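 note: plate controls were DMSO wells for no effect and wells without enzyme for full effect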
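Human LDH5 (2 nM) was incubated with 0.06 mM NADH and 0.2 mM pyruvate for 5 min at room temperature in Tris pH 7.4. Remaining NADH was coupled through diaphorase/resazurin, and resorufin fluorescence was read at 0 and 20 min.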
Pol beta inh – inhibitors of human DNA polymerase beta | Potency, µM (titrated, usually from 114 µM), for inactives: at the highest dose activity change, negative = inhibition, most hits filed as inhibitors | Pol beta primer extension/strand displacement, fluorescence kinetic | 1.3% of 340,000 active; note: potency is the fitted concentration of half-maximal effect; % is set by controls: 0 for no effect and ±100 for the full control effect
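Values derive from four-parameter Hill fits of normalized kinetic data: reads at 0 and 10 min following addition of 50 nM substrate to 10 nM Pol beta preincubated 15 min with compound.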
An asterisk follows results filed as active; ? = inconclusive; · = no result given; & = joins results of further samples; [ ] = another dose, or the depositor's remark. Unless noted, calls come from the whole dose curve; as a rule, active = well fitted curve in the direction sought with a large enough effect; inconclusive = small, poorly fitted or top-dose-only effect, or another doubt; inactive = no such curve, though single readings can be large; an effect the other way counts as inactive or inconclusive. Only part of the results is shown; the hit share may differ from the screen's.

SMILES	APE1 inh	GRP78 ERSR act	BLM helicase inh	Pol iota inh	Apoferritin bind	Pol kappa inh	Pol eta inh	LDHA inh	Pol beta inh
O=C(CNC(=O)c1ccc(Cl)cc1Cl)OCc1ccccc1	-2%	-1%	·	-14%	·	-10%	-12%	-3	·
COc1ccc(OCC(=O)Nc2ccccc2C(=O)Nc2ccc(C(=O)O)cc2)cc1	5%	-1%	-11%	?	-6%	-5%	-12%	-2	5%
CCCOc1ccc(/C(O)=C2/C(=O)C(=O)N(CCN(C)C)C2c2ccc(OC)c(OC)c2)cc1 (stereo unspecified)	20%	-4%	-7%	?	-13%	-20%	3%	-2	5%
CCCCOc1cccc(C(=O)Nc2cccc3ccc(C)nc23)c1	·	·	-2%	-6%	-13%	-5%	·	-7&-2	?
CCOC(=O)c1ccc(NC(=O)C2CCCN(c3ccc(Sc4ccc(C)cc4)nn3)C2)cc1 (stereo unspecified)	·	-3%	-12%	27%	55%[activator]	-23%	-11%	-1	5%
CCOC(=O)/C(C#N)=C/c1cc(C)n(-c2ccccc2)c1C	-2%	-3%	-8%	11%	?	-9%	-25%	-11	-8%
O=C(CC1C(=O)N(c2ccccc2)C(=O)N1Cc1ccc(F)cc1)Nc1cccc(F)c1 (stereo unspecified)	·	-2%	-4%	18%	-5%	-13%	-4%	-1	3%
Cn1c(CC(=O)NN)c(Sc2ccccc2)c2ccccc21	5%	-1%	-5%	2%	-15%	-4%[60.1 µM]	-21%	1	-16%
COc1ccc(NC2CCCN(Cc3cccc4cnccc34)C2)cc1 (stereo unspecified)	5%	1%	1%	-4%	-17%	2%	-14%	5	10%
CCCCNC(=O)NS(=O)(=O)c1ccc(C(=O)OC(C)C)o1	-2%	-4%	3%	-12%	-12%	-3%	-8%	-4	25%
O=C(COc1ccc2ccccc2c1)NCCNC(=O)COc1ccc2ccccc2c1	5%	-3%	-5%	-6%	-1%	-12%	-12%	1	-14%
Cc1c(NS(=O)(=O)c2cc([N+](=O)[O-])ccc2Cl)c(=O)n(-c2ccccc2)n1C	·	-1%	·	-13%[58.9 µM]	·	-8%	-15%	-4	·
CCc1csc(CNC(=O)C2CCC(=O)N(Cc3cccc(F)c3)C2)n1 (stereo unspecified)	16%	-4%	0%	32%[activator]	-5%	-6%	-24%	-5	-37%
CCCCN(CC)CCNC(=O)CCNC(=O)Cn1ccc2ccccc2c1=O	-3%	1%	3%	2%	-2%	9%	-22%	-5	-4%
CCn1cc(S(=O)(=O)c2ccc(Cl)cc2)c(=O)c2cc(F)c(N3CCOCC3)cc21	·	-3%	1%	25%	-11%	-7%	-10%	0	0%
CC(=O)NCC(O)c1ccc([N+](=O)[O-])cc1 (stereo unspecified)	3%	-6%	-1%	5%	8%	0%	-19%	-8	14%
Cc1ccc(Nc2c(-c3ccccn3)nc3cc(C)ccn23)cc1	-1%	-7%	-1%	28%	-22%	-6%	-18%	-1	?
CCN1CCN(CC(=O)Nc2cc(F)ccc2C)CC1	-1%	-2%	4%	-7%	-9%	-14%	1%	-1	9%
Cc1csc(=O)n1CC(=O)Nc1ccc(Cl)c(Cl)c1	-2%	-4%	·	-13%	·	-8%	-15%	-7	·
CC(=O)c1ccc(NC(=O)c2cc3c([nH]c2=O)CC(c2ccccc2)CC3=O)cc1 (stereo unspecified)	·	0%	-4%	17%	2%	-19%	-11%	-7	-15%
O=C(C#Cc1ccccc1)c1cccc([N+](=O)[O-])c1	-4%	-13%	-10%	?	-15%	1%	-16%	1	-19%
CC(C)(C)n1ncc2c(=O)n(CC(=O)Nc3ccccc3)cnc21	2%	-16%	-2%	8%	-18%	1%	-1%	-1	6%
C/C(N)=C(/C#N)C(=O)CSc1ccccc1F	-1%	1%	-1%	35%[activator]	-12%	1%	-10%	0	0%
C/C(=N/Nc1nc(-c2ccccc2)cc(-c2ccc(F)cc2)n1)c1cccc(N)c1	0%	1%	-11%	-1%	-4%	-8%	-18%	3	0%
Cc1ccc(CNC(=O)COC(=O)c2ccc(S(=O)(=O)N3CCCC3)cc2)cc1	12%	-3%	-2%	3%	-13%	-9%	4%	-4	6%

The list goes on.
SMILES	APE1 inh	GRP78 ERSR act	BLM helicase inh	Pol iota inh	Apoferritin bind	Pol kappa inh	Pol eta inh	LDHA inh	Pol beta inh
O=C(COC(=O)c1nc(Cl)ccc1Cl)NC1CCS(=O)(=O)C1 (stereo unspecified)	2%	-4%	·	11%	·	-4%	5%	-9	·
O=C1C2CCCCC2C(=O)N1c1ccc(S(=O)(=O)Nc2ncccn2)cc1 (stereo unspecified)	25%	-4%	-5%	3%	-21%	-8%	-5%	-7	-21%
Cc1nc(Cl)c(C(=O)NCCC(C)C)c(C)c1[N+](=O)[O-]	19%	3%	1%	24%	0%	-3%	-12%	-10	?
CCOC(=O)c1ccc(CC(=O)c2ccc(O)c(O)c2O)o1	?	-3%	-6%	1µM*	-10%	1.6µM*	?	40	1.1µM*
O=C1C(=O)N(c2ccccn2)C(c2cccc(F)c2)/C1=C(/O)c1ccccc1 (stereo unspecified)	5%	-3%	0%	-7%	1%	6%	-1%	-1	-1%
COc1ccc(-c2c3c(=O)n(C)c(=O)n(C)c3c3n2-c2ccccc2NC3c2ccco2)cc1 (stereo unspecified)	·	-4%	-3%	-17%	-5%	-2%	-16%	16	-19%
CCOc1ccc(N(CC)C(=O)Cn2cnc3sc(C)c(S(=O)(=O)N4CCN(c5ncccn5)CC4)c3c2=O)cc1	·	-2%	-2%	22%	3%	-5%	-10%	-14	15%
O=C(/C=C/c1ccc(F)cc1)Nc1cccc(S(=O)(=O)Nc2cccc(C(F)(F)F)c2)c1	-5%	-4%	1%	18%	-3%	-3%	-16%	-9	-18%
CCOC(=O)c1[nH]cnc1C(=O)Nc1ccc(F)cc1	-3%	1%	-1%&2%	31%&2%[activator]	1%&-1%	-4%&-9%	-21%	-1&-3	?
O=C(CCSc1ccc(Br)cc1)Nc1cccnc1	16%	0%	-2%	-3%	-13%	0%	-3%	-8	?
CCOc1ccc(NC(=O)CN(C)C(=O)c2cc(-c3ccco3)nc3ccccc23)cc1OCC	·	-4%	·	24%	·	0%	-9%	-8	·
COCCCNC(=S)NC(=O)c1ccc([N+](=O)[O-])cc1	4%	-2%	-1%	31%[activator]	-10%	-14%	-18%	-5	9%
COc1ccc(CN2CCNC(=O)C2CC(=O)NCC2CCOCC2)c(C)c1C (stereo unspecified)	37%	1%	-3%	-21%	-9%	3%	-4%	0	-19%
CCN1CCN(S(=O)(=O)c2ccc(Cl)c(C(=O)NCCOc3ccc(C)cc3)c2)CC1	-10%	-1%	·	-11%	·	-15%	-9%	-2	·
Cc1ccc(NC(=O)C2CCCN2S(=O)(=O)c2ccc3nc(-c4ccccc4)[nH]c3c2)cc1F (stereo unspecified)	·	-3%	-12%	?	50%[activator]	?	79µM*	4	?
COc1ccc(C(=O)N(CN2CCCC2=O)c2ccc(C)cc2)cc1	-3%	1%	-1%	16%	-6%	-5%	5%	0	27%
CCOC(=O)CN1C(=O)S/C(=C/c2ccc(OC)c([N+](=O)[O-])c2)C1=O	5%	-3%	-3%	20%	-6%	-1%	-19%	-2	1%
CC(C)(C)c1ccc(OCCNC(=S)Nc2ccccc2)cc1	5%	-1%	-6%	44%[activator]	?	-22%	-13%	-1	9%
Cc1[nH]c(C)c(C(=O)/C=C/c2ccc([N+](=O)[O-])cc2)c1C	5%	-6%	-6%	?	?	2%	0%	1	5%
Cc1ccc(Cn2ccc(NC(=O)c3cc(-c4ccc(Br)cc4)on3)n2)cc1	-1%	0%	-3%	-35%	-6%	-2%	-5%	0	23%
CC(C)CNS(=O)(=O)c1ccc(CCC(=O)Nc2ccc3c(c2)OCO3)cc1	-4%	2%	-2%	-4%	-9%	1%	4%	-1	0%
COc1ccc(C)cc1S(=O)(=O)N(C)CC(=O)N1CCCCCC1	0%	-2%	0%	16%	-2%	-3%	-3%	-1	4%
CN(Cc1cnccn1)Cc1c(C(=O)N2CCc3ccccc3C2)nc2ccc(Cl)cn12	16%	0%	-1%	-1%	-5%	-1%	1%	-3	8%
O=C(NCc1ccccc1)c1c(O)c2ccccc2[nH]c1=O	12%	2%	-5%	92%[activator]	-4%	-1%	6%	-8	25%
Cc1ccc(CNC(=O)Cn2cc(S(=O)(=O)Cc3ccccc3Cl)c3ccccc32)cc1	·	-4%	-5%	?	-6%	-35%	9%	-23	?

Structures from the list above that have a cyano group (2):
SMILES	APE1 inh	GRP78 ERSR act	BLM helicase inh	Pol iota inh	Apoferritin bind	Pol kappa inh	Pol eta inh	LDHA inh	Pol beta inh
CCOC(=O)/C(C#N)=C/c1cc(C)n(-c2ccccc2)c1C	-2%	-3%	-8%	11%	?	-9%	-25%	-11	-8%
C/C(N)=C(/C#N)C(=O)CSc1ccccc1F	-1%	1%	-1%	35%[activator]	-12%	1%	-10%	0	0%

More records:
SMILES	APE1 inh	GRP78 ERSR act	BLM helicase inh	Pol iota inh	Apoferritin bind	Pol kappa inh	Pol eta inh	LDHA inh	Pol beta inh
NC(=O)C1CCN(C(=O)c2ccc3c(=O)n(Cc4cccc(Br)c4)c(=S)[nH]c3c2)CC1	37%	-2%	-6%	96%[activator]	?	-7%	-25%	-3	1%
Cc1cc(N2CCC(C(=O)NCCC(C)C)CC2)n2nc(C)c(-c3ccc(Cl)cc3)c2n1	·	-2%	-4%	14%	10%	-4%	-12%	-13	19%
C/C(=N\NC(=O)c1cc(C)nc2ccccc12)c1ccccn1	17%	-8%	·	-2%	·	7%	-17%	1	·
COc1ccccc1N1CCN(C(=O)CSc2ccccc2)CC1	1%	4%	-4%	-6%	-10%	-7%	?	-6	-7%
COc1ccc(/C(O)=C2/C(=O)C(=O)N(c3ccccn3)C2c2ccc(OC)c(OC)c2)cc1 (stereo unspecified)	-4%	-11%	-1%	-10%	-4%	-12%	0%	-4	11%
CCOc1ccc(C(=O)N(CC)CC(=O)Nc2ccc3c(c2)OCCO3)cc1OCC	18%	-3%	·	0%	·	15%	-12%	3	·
